Screening data (PubChem)
PPC-1+TRAIL kill = PPC-1 cancer cell killing with TRAIL present | actives 0.41% (n = 220,000) | PPC-1 cells + TRAIL, ATPLite viability luminescence | cell killing (% activity), % at 4 µM | AID 1443;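 active = cell killing above 50% in the first pass at 4 µM, then a duplicate retest at 5 µM averaging 50% or more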;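 note: plate controls were cells with TRAIL plus DMSO for no effect and medium-only wells lacking cells for full effect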
TRPML3 agonist = human mucolipin-3 channel agonism; Q8TDD5; HEK293 TRPML3-YFP, Fluo-8 calcium fluorescence; 100% = the carbachol control signal; activation, % at 3 µM; actives 0.29% (n = 220,000); AID 1448;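 active = activation above its plate's cutoff, the mean activation of the plate's test wells plus 3 SD, cut at about 12% in these data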;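 note: 0% = DMSO only wells and 100% = carbachol wells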
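system = HEK293 cells stably carrying human TRPML3-YFP | doses = one concentration, 3 µM nominal, 0.3% DMSO | timing = dye loading 1 h 37 °C then 30 min ambient, 125 s read | detection = Fluo-8 calcium dye fluorescence, ex 470-495, em 515-575 nm | benchmarks = high control carbachol 87 µM, low control DMSO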
PGE2 EP2 inh = blocks the human prostaglandin E2 receptor EP2. AID 1422. C6 glioma cells expressing human EP2, cAMP TR-FRET; cells stimulated with saturating PGE2. P43116. actives 0.52% (n = 260,000). inhibition, % at 25 µM;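 active = percent inhibition above 40 after rounding to a whole number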;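 note: rat C6 glioma host cells with rolipram phosphodiesterase inhibitor present; the protocol text gives 20 µM as final concentration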
Target sequence (P43116 whole entry, looked up): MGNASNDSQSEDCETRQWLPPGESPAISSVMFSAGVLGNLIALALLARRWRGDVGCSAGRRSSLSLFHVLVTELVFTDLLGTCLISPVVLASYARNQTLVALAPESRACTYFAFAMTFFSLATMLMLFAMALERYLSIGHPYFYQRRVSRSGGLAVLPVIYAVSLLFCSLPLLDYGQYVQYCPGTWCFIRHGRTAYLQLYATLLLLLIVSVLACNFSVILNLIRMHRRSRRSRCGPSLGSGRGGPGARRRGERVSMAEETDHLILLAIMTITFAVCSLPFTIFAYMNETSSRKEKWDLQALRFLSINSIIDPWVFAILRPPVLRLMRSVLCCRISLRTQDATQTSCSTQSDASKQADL
NPY-Y1 antag = antagonists of human neuropeptide Y receptor Y1 | P25929 | HEK293-CNG Y1 cells, membrane potential fluorescence; NPY at EC95, then isoproterenol | inhibition, % at 3.6 µM | actives 1% (n = 200,000);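 active = inhibition above the campaign mean inhibition of all tested compounds plus 3 SD, cut at about 20% in these data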;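 note: 0% = DMSO wells given NPY plus isoproterenol and 100% = isoproterenol alone without NPY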
Target sequence (P25929 whole entry, looked up): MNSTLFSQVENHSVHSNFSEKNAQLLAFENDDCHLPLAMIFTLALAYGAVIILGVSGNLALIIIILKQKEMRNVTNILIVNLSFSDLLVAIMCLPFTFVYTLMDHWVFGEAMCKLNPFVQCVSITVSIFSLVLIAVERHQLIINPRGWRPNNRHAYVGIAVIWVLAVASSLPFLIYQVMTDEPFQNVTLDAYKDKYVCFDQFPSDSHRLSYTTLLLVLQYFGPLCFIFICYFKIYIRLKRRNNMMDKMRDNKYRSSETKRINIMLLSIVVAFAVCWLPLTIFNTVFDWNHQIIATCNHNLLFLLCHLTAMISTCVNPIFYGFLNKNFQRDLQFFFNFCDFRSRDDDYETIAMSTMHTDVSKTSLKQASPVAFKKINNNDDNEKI
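Assay system: HEK293 cells with Y1 receptor plus CNG channel | Probe or stimulus: NPY (25 nM), isoproterenol (1 µM), Ro 20-1724 (25 µM) | Timing: Compound incubation 1 h at room temperature, readout 45 min post-stimulation | Measured by: Membrane-potential fluorescent dye readout | Benchmarks: High control isoproterenol alone, low control NPY with isoproterenol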
NPY1 pot ag = human NPY-Y1 potentiation or agonism, primary screen | P25929 | NPY-Y1 expressing cells, potentiator/agonist activation | activation, % at 3.6 µM | actives 0.37% (n = 220,000); in the data active = activation above about 33%, passing the limit was not always enough;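 note: cells stimulated with NPY at EC10 then isoproterenol at EC100; 0% = low agonist plus stimulus and 100% = saturating agonist plus stimulus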
zfTRPN1 agonist = activates the zebrafish TRPN1 channel | activation, % at 3 µM | actives 0.18% (n = 220,000) | HEK293 zebrafish TRPN1-YFP, Fluo-8 calcium fluorescence; 100% = response to 87 µM carbachol;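 active = activation above its plate's cutoff, the mean activation of test wells on that plate plus 3 SD, cut at about 19% in these data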;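 note: 0% = DMSO alone and 100% = 87 µM carbachol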
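Assay system: Zebrafish TRPN1-YFP in HEK293 cells | Incubation: Dye loading 1 h at 37 °C, then 30 min room temperature | Measured by: Kinetic Fluo-8 fluorescence, ex 470-495, em 515-575 nm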
14-3-3 Bad PPI = disrupts binding of bovine 14-3-3 zeta to phospho-Bad peptide; actives 0.71% (n = 220,000); P63103; TR-FRET 14-3-3zeta/Dy647-pBad peptide displacement, 1 h; AID 781; inhibition, % at 21.7 µM;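 active = inhibition above about 70%, limit read from the data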;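 note: 0% = full 14-3-3 plus peptide FRET controls and 100% = background without 14-3-3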
Target sequence (P63103 whole entry, looked up): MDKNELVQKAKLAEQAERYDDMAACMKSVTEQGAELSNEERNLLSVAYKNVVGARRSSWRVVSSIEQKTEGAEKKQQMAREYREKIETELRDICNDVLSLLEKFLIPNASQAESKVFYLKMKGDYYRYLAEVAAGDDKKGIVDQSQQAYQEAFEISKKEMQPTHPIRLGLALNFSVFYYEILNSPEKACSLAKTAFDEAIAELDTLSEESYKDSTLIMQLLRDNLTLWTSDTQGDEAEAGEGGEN
EP2 mod = modulators of human EP2 prostaglandin E2 receptor; P43116; EP2-expressing cells, cAMP HTRF FRET, PGE2 co-stimulation; induction, % at 25 µM; actives 0.83% (n = 260,000); AID 940;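 active = compounds whose cAMP rise, as percent of the full-agonist control response, exceeds 60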;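 note: rat C6 glioma line stably carrying human EP2 under a CMV promoter; the protocol text gives 20 µM as final concentration; 100% = response of wells given 1 µM PGE2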
CHOP inh = inhibitors of CHOP induction in ER stress response; CHO-K1 CHOP-promoter luciferase, tunicamycin-induced, 15-18 h; inhibition, % at 10 µM; actives 3.8% (n = 220,000);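 active = compounds that reduced the stress-induced luciferase reporter signal by more than about 70% of percent inhibition, limit read from the data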;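 note: 0% = tunicamycin plus vehicle and 100% = wells without tunicamycin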
Numbers without * were called inactive; & = joins results of further samples; [ ] = another dose, or the depositor's remark.

For O=C(CCN1C(=O)C2C3C=CC(C3)C2C1=O)Nc1ccccc1 (configuration not stated) the results were PPC-1+TRAIL kill 21, TRPML3 agonist 0.9, PGE2 EP2 inh 10, NPY-Y1 antag 3, NPY1 pot ag -6, zfTRPN1 agonist 0.7, 14-3-3 Bad PPI -13, EP2 mod 16 and CHOP inh 10.
Screening CCN(C(=O)COC(=O)c1ccc(Cl)cc1N)C1CCCCC1 returned PPC-1+TRAIL kill 10, TRPML3 agonist 0.3, PGE2 EP2 inh 4, NPY-Y1 antag 2, NPY1 pot ag -35, zfTRPN1 agonist -1.2, 14-3-3 Bad PPI 6, EP2 mod -45 and CHOP inh 4.
For CCOC(=O)N1CCC(NC(=O)c2ccc3c(c2)ncn3C2CCCC2)CC1 the results were PPC-1+TRAIL kill 15, TRPML3 agonist 1.4, NPY-Y1 antag 2, NPY1 pot ag 5, zfTRPN1 agonist 2.2, 14-3-3 Bad PPI -6, EP2 mod -7 and CHOP inh -35.
`O=C1CC(N2CCC(c3nc4ccccc4o3)CC2)C(=O)N1` (configuration not stated) gave PPC-1+TRAIL kill 11, TRPML3 agonist 0.9, PGE2 EP2 inh 6, NPY-Y1 antag 2, NPY1 pot ag 14, zfTRPN1 agonist 1.7, 14-3-3 Bad PPI -8, EP2 mod -5 and CHOP inh 8.
`COc1ccc(Br)cc1C(=O)Nc1cc(C)cc(C)c1` gave PPC-1+TRAIL kill 48, TRPML3 agonist -0.7, PGE2 EP2 inh 12, NPY-Y1 antag 17, NPY1 pot ag -53, zfTRPN1 agonist -2.2, 14-3-3 Bad PPI -6, EP2 mod -14 and CHOP inh 36.
Screening Cc1ccccc1/C=C1\CCCc2ccccc2C1=O returned PPC-1+TRAIL kill 30, TRPML3 agonist 0.1, PGE2 EP2 inh 6, NPY-Y1 antag 2, NPY1 pot ag -11, zfTRPN1 agonist -1.8, 14-3-3 Bad PPI 1, EP2 mod 51 and CHOP inh 49.
Cc1ccc(/C=C/C(=O)Nc2sc3c(c2C#N)CCCC3)o1 was read as PPC-1+TRAIL kill 12, TRPML3 agonist -0.2, PGE2 EP2 inh 4, NPY-Y1 antag 0, NPY1 pot ag 1, zfTRPN1 agonist 0.2, 14-3-3 Bad PPI 4, EP2 mod 5 and CHOP inh -5.
For O=C(CCN1CCN(CCO)CC1)Nc1ccc(F)c(F)c1 the results were PPC-1+TRAIL kill -1[5 µM], TRPML3 agonist 1.4, PGE2 EP2 inh 8, NPY-Y1 antag -2, NPY1 pot ag 16, zfTRPN1 agonist 0.2, 14-3-3 Bad PPI 6[fluorescence artefact?], EP2 mod 11 and CHOP inh 67.
O=C(O)C(=O)/C(=C\c1ccc(Cl)cc1)c1ccc2ccccc2n1 was read as PPC-1+TRAIL kill 26, TRPML3 agonist 0.4, PGE2 EP2 inh 12, NPY-Y1 antag -4, NPY1 pot ag -15, zfTRPN1 agonist -0.1, 14-3-3 Bad PPI 0, EP2 mod 37 and CHOP inh 4.
C/C(N)=C(/C#N)C(=O)COC(=O)CC1CCCC1 was read as PPC-1+TRAIL kill 6, TRPML3 agonist 0.7, PGE2 EP2 inh 9, NPY-Y1 antag 6, NPY1 pot ag 14 and zfTRPN1 agonist 1.4.
For O=C(NC1CCCC1)C(c1ccc(Cl)cc1)N1CCOCC1 (configuration not stated) the results were PPC-1+TRAIL kill 8, TRPML3 agonist 0.1, PGE2 EP2 inh 11, NPY-Y1 antag 1, NPY1 pot ag 3, zfTRPN1 agonist 0.1, 14-3-3 Bad PPI 9, EP2 mod 0 and CHOP inh -12.
`Cc1c(CCOC(=O)c2cc([N+](=O)[O-])cc([N+](=O)[O-])c2)sc[n+]1CCCCS(=O)(=O)[O-]` gave PPC-1+TRAIL kill 12, TRPML3 agonist 0.7, PGE2 EP2 inh 2, NPY-Y1 antag -3, NPY1 pot ag -2, zfTRPN1 agonist -0.4, 14-3-3 Bad PPI -15, EP2 mod 7 and CHOP inh -1.
`Cc1nn(CCC(N)=S)c2nc(-c3cccs3)cc(C(F)(F)F)c12` gave PPC-1+TRAIL kill 14, TRPML3 agonist 0.2, PGE2 EP2 inh -1, NPY-Y1 antag -4, NPY1 pot ag -12, zfTRPN1 agonist 0.3, 14-3-3 Bad PPI 0[fluorescence artefact?], EP2 mod 34 and CHOP inh 26.
COc1cc(/C=C(\C#N)c2ccccn2)ccc1OCC(=O)Nc1cccc(C(F)(F)F)c1 was read as PPC-1+TRAIL kill 12, TRPML3 agonist 0.2, PGE2 EP2 inh 13, NPY-Y1 antag 2, NPY1 pot ag -11, zfTRPN1 agonist 3.6, 14-3-3 Bad PPI 14, EP2 mod -61 and CHOP inh 68.
`CCc1cccc(C)c1NC(=O)CN(C)Cc1ccc(Br)cc1` gave PPC-1+TRAIL kill 20, TRPML3 agonist -1.3, PGE2 EP2 inh 6, NPY-Y1 antag 7, NPY1 pot ag -5, zfTRPN1 agonist -2.0, 14-3-3 Bad PPI 1, EP2 mod -12 and CHOP inh 51.
Cc1cc(=O)oc2cc(N3C(=O)CC(Cc4ccccc4)C3=O)ccc12 (configuration not stated) was read as TRPML3 agonist -0.1, PGE2 EP2 inh 4, NPY-Y1 antag -1, NPY1 pot ag -19, zfTRPN1 agonist 1.8, 14-3-3 Bad PPI 3, EP2 mod -4 and CHOP inh 6.
O=C(O)COc1ccc(Oc2ccccc2)cc1 was read as PPC-1+TRAIL kill 8, TRPML3 agonist 0.3, PGE2 EP2 inh 5, NPY-Y1 antag 2, NPY1 pot ag -8, zfTRPN1 agonist -0.5, 14-3-3 Bad PPI -2, EP2 mod 9 and CHOP inh 16.
O=C(c1ccc(Cl)cc1[N+](=O)[O-])N1CCOCC1 was read as TRPML3 agonist 0.0, PGE2 EP2 inh 1, NPY-Y1 antag 0, NPY1 pot ag -4, zfTRPN1 agonist -0.1, 14-3-3 Bad PPI -4, EP2 mod -9 and CHOP inh 4.
O=C(Nc1ccc(S(=O)(=O)Nc2nccs2)cc1)C1CC(=O)N(c2ccccc2)C1 (configuration not stated) was read as PPC-1+TRAIL kill 3, TRPML3 agonist 0.5, PGE2 EP2 inh 9, NPY-Y1 antag 10, NPY1 pot ag 0, zfTRPN1 agonist -0.1, 14-3-3 Bad PPI -8, EP2 mod 14 and CHOP inh -1.
Screening N=c1ccn(Cc2ccccc2Cl)cc1 returned PPC-1+TRAIL kill 12, TRPML3 agonist 0.5, PGE2 EP2 inh 13, NPY-Y1 antag -2, NPY1 pot ag -6, zfTRPN1 agonist 1.3, 14-3-3 Bad PPI 17, EP2 mod 9 and CHOP inh 4.
`Fc1ccc(OCc2nc(-c3ccncc3)n[nH]2)cc1` gave PPC-1+TRAIL kill 20, TRPML3 agonist 0.3, PGE2 EP2 inh 4, NPY-Y1 antag 5, NPY1 pot ag -6, zfTRPN1 agonist -0.1, 14-3-3 Bad PPI -7, EP2 mod 1 and CHOP inh -1.
`Cc1cc(NC(=O)CSc2nc3c(c(=O)n2-c2ccc(Cl)cc2)SCC3)no1` gave TRPML3 agonist -0.6, PGE2 EP2 inh 8, NPY-Y1 antag 12, NPY1 pot ag 9 and zfTRPN1 agonist 1.1.
NNC(=O)CN1C(c2ccc(Cl)cc2)=Nc2ccc(Br)cc2C1c1ccccc1 (configuration not stated) was read as PPC-1+TRAIL kill 17, TRPML3 agonist 0.0, PGE2 EP2 inh 12, NPY-Y1 antag 4, NPY1 pot ag -20, zfTRPN1 agonist 0.8, 14-3-3 Bad PPI 6, EP2 mod 0 and CHOP inh 19.
For Cc1ccc(NCc2nnc(SCC(=O)NCCc3ccccc3)n2C)cc1 the results were PPC-1+TRAIL kill -9, TRPML3 agonist -0.5, PGE2 EP2 inh 2, NPY-Y1 antag 2, NPY1 pot ag 2, zfTRPN1 agonist -0.2, 14-3-3 Bad PPI -8, EP2 mod -11 and CHOP inh -13.
CCn1cc(C(=O)OCC(=O)Nc2cccc(S(=O)(=O)N3CCOCC3)c2)c(=O)c2ccc(C)nc21 was read as PPC-1+TRAIL kill 14, TRPML3 agonist 0.5, PGE2 EP2 inh 9, NPY-Y1 antag 2, NPY1 pot ag -7, zfTRPN1 agonist -1.2, 14-3-3 Bad PPI 3[fluorescence artefact?], EP2 mod 13 and CHOP inh 54.
For CCn1c(SCC(=O)O)nnc1-c1ccccc1OC the results were TRPML3 agonist 0.6, PGE2 EP2 inh 5&5, NPY-Y1 antag 0, NPY1 pot ag -5, zfTRPN1 agonist 0.3, 14-3-3 Bad PPI 0, EP2 mod 6&-5 and CHOP inh -12.
Screening CC1(OC(=O)CCc2ccccc2)C(=O)C=C2C=C(c3ccc(C#N)cc3)N(c3ccccc3)C=C2C1=O (configuration not stated) returned PPC-1+TRAIL kill -11, PGE2 EP2 inh 8, 14-3-3 Bad PPI 3, EP2 mod 15 and CHOP inh -1.
For O=C(Cn1nnc(-c2cccs2)n1)OC1CCCCC1 the results were PPC-1+TRAIL kill 2, TRPML3 agonist 0.6, PGE2 EP2 inh 9, NPY-Y1 antag 8, NPY1 pot ag -5, zfTRPN1 agonist -0.7, 14-3-3 Bad PPI 2, EP2 mod 7 and CHOP inh 37.
For O=C1CC(Cc2ccccc2)C(=O)N1CCc1ccc2c(c1)OCO2 (configuration not stated) the results were PPC-1+TRAIL kill 14, TRPML3 agonist -0.7, PGE2 EP2 inh 12, NPY-Y1 antag 5, NPY1 pot ag -5, zfTRPN1 agonist -0.6, 14-3-3 Bad PPI 3, EP2 mod -8 and CHOP inh 24.
CCn1c2ccccc2c2cc(NC(=O)c3ccccc3-c3ccccc3C(=O)O)ccc21 was read as PPC-1+TRAIL kill 28, TRPML3 agonist -0.1, PGE2 EP2 inh 7, NPY1 pot ag 13, zfTRPN1 agonist -0.8, 14-3-3 Bad PPI 1, EP2 mod -5 and CHOP inh 0.
`Cc1cc(N2CCN(C(=O)c3ccco3)CC2)n2nc(C)nc2n1` gave PPC-1+TRAIL kill 25, TRPML3 agonist 1.0, PGE2 EP2 inh 6, NPY-Y1 antag 0, NPY1 pot ag -32, zfTRPN1 agonist 1.2, 14-3-3 Bad PPI -9, EP2 mod 17 and CHOP inh 1.
For Cc1cc(Cl)n2ncc(-c3ccccc3)c2n1 the results were PPC-1+TRAIL kill 22, TRPML3 agonist -0.7, PGE2 EP2 inh 3, NPY1 pot ag 36, zfTRPN1 agonist -1.6, 14-3-3 Bad PPI -1, EP2 mod -33 and CHOP inh -86.

The list is partial. The share of hits here may be higher or lower than overall.
